Compound activity as filed in PubChem.
NOD2 inhibition – NOD2 signaling inhibitors, cell-based, luminescence, uHTS, HEK293 (AID 1566) | HEK293 NOD2/NF-kB luciferase reporter, luminescence; higher % means a stronger effect | hit rate 0.63% among 290,000 | inhibition, % at 4 µM, or EC50 in µM where a hit was titrated; note: many of its hits are not listed in these tables
GPR55 activation – GPR55 agonists via beta-arrestin recruitment, primary screen, imaging, U2OS cells, beta-arrestin-GFP redistribution (AID 1961) | hit rate 0.048% among 290,000 | U2OS GPR55 beta-arrestin-GFP redistribution imaging; higher % means a stronger effect | activation, % at 10 µM; hits with a dose series show EC50 in µM;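 active = activation above 40% with more than 50 cells counted in the well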;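 note: U2OS osteosarcoma cells stably expressing GPR55 and beta-arrestin-GFP; plate controls were DMSO negative control for no effect and LPI positive control for full effect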
GPR55 LPI antagonism – GPR55 antagonists blocking LPI-driven arrestin recruitment, primary screen, imaging, U2OS, beta-arrestin-GFP, LPI agonist (AID 2013). inhibition, % at 10 µM; hits with a dose series show IC50 in µM. U2OS GPR55 beta-arrestin-GFP translocation imaging, LPI antagonism; higher % means a stronger effect. hit rate 0.13% among 290,000;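 active = spots per cell inhibited over 60%, with over 100 cells counted and total cytoplasm intensity under 500,000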;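 note: U2OS cells stably carrying GPR55 and arrestin-GFP stimulated by 5 µM LPI near EC80; imaged beta-arrestin-GFP aggregate spots per cell after agonist stimulation; plate controls were LPI-stimulated DMSO wells for no effect and DMSO wells without LPI for full effect; some results filed as inactive read as strong as hits; confirmed hits need IC50 under 10 µM and bright autofluorescent wells are also inconclusive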
MgcRacGAP inhibition – MgcRacGAP GTPase-activating activity inhibitors, confirmation, biochemical, ADP Hunter fluorescence. MgcRacGAP-stimulated Rac1 GTP hydrolysis, ADP Hunter fluorescence; higher % means a stronger effect; GST-tagged Rac1 F28L mutant substrate. hit rate 0.6% among 340,000. inhibition, % at 30 µM, or IC50 in µM where a hit was titrated;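 active = first-screen hits whose inhibition reached a set limit at any dose in the follow-up dose series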;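 note: fluorescence reports GDP produced by GAP-driven GTP hydrolysis; strong numbers were not always called active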
HIV fusion peptide – inhibitors of HIV fusion peptide binding, primary screen, biochemical, uHTS, fluorescence dequenching (AID 1986); cell-free peptide binding, fluorescence dequenching, 30 min; higher % means a stronger effect; one-dose inhibition, % at 20 µM; IC50 in µM for titrated hits; hit rate 0.3% among 290,000; in the data active = inhibition mostly above about 52%, no sharp cut-off; inactive = mostly below about 76%; note: some results filed as inactive read as strong as hits
KOR beta-arrestin-1 – KOR agonists, beta-arrestin recruitment, primary screen, cell-based, luminescence, uHTS (AID 1777); KOR beta-arrestin recruitment, luminescence; higher % means a stronger effect; one-dose activation, % at 10 µM; EC50 in µM for titrated hits; hit rate 0.02% among 280,000; in the data active = activation above about 50%, passing the limit was not always enough; note: a part of the inactive calls stands beside numbers as strong as those of hits
KOR beta-arrestin-2 – kappa opioid receptor blockers – cell-based, luminescence, uHTS (AID 1778). KOR beta-arrestin recruitment, luminescence, antagonist mode; higher % means a stronger effect. inhibition, % at 10 µM; hits with a dose series show IC50 in µM. hit rate 0.091% among 290,000; note: strong numbers were not always called active
Large T inhibition – SV40 large T antigen inhibitors, biochemical (AID 1903); hit rate 0.39% among 310,000; inhibition, % at 20 µM; hits with a dose series show IC50 in µM; SV40 large T antigen ATPase/helicase inhibition assay; higher % means a stronger effect; in the data active = a potency from the dose series; note: strong numbers were not always called active
NOD1 NF-kB reporter – inhibition of NOD1-driven NF-kB reporter – cell-based, luminescence, uHTS, primary screen (AID 1578); hit rate 1% among 290,000; NOD1-driven NF-kB luciferase reporter cells, luminescence; higher % means a stronger effect; inhibition, % at 4 µM, or EC50 in µM where a hit was titrated; in the data active = inhibition mostly above about 36%, no sharp cut-off; inactive = mostly below about 34%;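 note: HEK-293T reporter cells stimulated with the NOD1 agonist gamma-tri-DAP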
* hit, by the source's call; [ ] = remark or other dose. Cut-off read from the data, not from the text of the source, unless noted: active = inhibition above about 50%; inactive = the rest. This is a subset; the hit share may differ from the screen's.

What do the screens show for `COc1ccc(Cn2c(CO)cnc2SCC(=O)Nc2cc(C)on2)cc1`?
NOD2 inhibition: 15%; GPR55 activation: -0.1%; GPR55 LPI antagonism: 10%; MgcRacGAP inhibition: 12%; HIV fusion peptide: 1.3%; KOR beta-arrestin-1: 8.6%; KOR beta-arrestin-2: -13%; Large T inhibition: 13%; NOD1 NF-kB reporter: -10%

How did Cc1ccc(CNC(=O)CN2C(=O)COc3ccc(S(=O)(=O)N4CCCCC4)cc32)o1 do in these assays?
NOD2 inhibition: 9%; GPR55 activation: 0.2%; GPR55 LPI antagonism: -3%; MgcRacGAP inhibition: 9%; HIV fusion peptide: -0.5%; KOR beta-arrestin-1: -2.7%; KOR beta-arrestin-2: -11%; Large T inhibition: 5%; NOD1 NF-kB reporter: -2%

What do the screens show for `COc1ccc(NC(=O)CN2CCN(CC(=O)Nc3cc(OC)cc(OC)c3)CC2)cc1`?
NOD2 inhibition: 6%; GPR55 activation: 0.0%; GPR55 LPI antagonism: 2%; MgcRacGAP inhibition: 3%; HIV fusion peptide: -3.1%; KOR beta-arrestin-1: -2.2%; KOR beta-arrestin-2: -11%; Large T inhibition: 3%; NOD1 NF-kB reporter: 27%

What do the screens show for `O=C(COC(=O)c1ccco1)c1ccc(F)cc1`?
NOD2 inhibition: -10%; GPR55 LPI antagonism: -8%; MgcRacGAP inhibition: 0%; HIV fusion peptide: -1.8%; KOR beta-arrestin-1: -4.8%; KOR beta-arrestin-2: 3%; Large T inhibition: 0%; NOD1 NF-kB reporter: -2%

How did Cc1ccccc1NS(=O)(=O)c1ccc2c3c(cccc13)C(=O)N2C do in these assays?
NOD2 inhibition: -7%; GPR55 activation: -0.1%; GPR55 LPI antagonism: -2%; MgcRacGAP inhibition: 12%; HIV fusion peptide: 0.1%; KOR beta-arrestin-1: 2.1%; KOR beta-arrestin-2: -15%; Large T inhibition: 5%; NOD1 NF-kB reporter: -20%

What do the screens show for `CC(=O)N1CCN(c2ccccc2NC(=O)c2cc3ccccc3o2)CC1`?
NOD2 inhibition: -7%; GPR55 activation: 0.3%; GPR55 LPI antagonism: 5%; MgcRacGAP inhibition: 1%; HIV fusion peptide: 0.8%; KOR beta-arrestin-1: 3.4%; KOR beta-arrestin-2: -16%; Large T inhibition: -12%; NOD1 NF-kB reporter: -10%

Results for Cc1ccc(/C=C(\CCC(=O)O)c2nc3ccccc3s2)cc1[N+](=O)[O-] ?
NOD2 inhibition: 13%; GPR55 activation: 0.3%; GPR55 LPI antagonism: 16%; MgcRacGAP inhibition: 3%; HIV fusion peptide: 27%; KOR beta-arrestin-1: 12%; KOR beta-arrestin-2: -36%; Large T inhibition: 8%; NOD1 NF-kB reporter: -28%

Results for CN(C)C=NC(=O)c1cc(C(=O)c2ccc(F)cc2)c[nH]1 ?
NOD2 inhibition: 15%; GPR55 activation: 0.2%; GPR55 LPI antagonism: -11%; MgcRacGAP inhibition: -2%; HIV fusion peptide: 0.9%; KOR beta-arrestin-1: -7.1%; KOR beta-arrestin-2: 15%[20 µM]; Large T inhibition: 8%; NOD1 NF-kB reporter: 1%

What do the screens show for `CCOCCn1c(CN2CCc3ccccc3C2)nc2c1c(=O)n(C)c(=O)n2C`?
NOD2 inhibition: 11%; GPR55 activation: 0.2%; GPR55 LPI antagonism: -3%; MgcRacGAP inhibition: 0%; HIV fusion peptide: 0.2%; KOR beta-arrestin-1: -5.1%; KOR beta-arrestin-2: -12%; Large T inhibition: 9%; NOD1 NF-kB reporter: 3%

Results for COc1ccc(-c2oc(NC(=O)CSc3nncn3C)c(C#N)c2-c2ccc(OC)cc2)cc1 ?
NOD2 inhibition: 0%; GPR55 activation: -0.2%; GPR55 LPI antagonism: 16%; MgcRacGAP inhibition: 9%; HIV fusion peptide: 1.4%; KOR beta-arrestin-1: -4.4%; KOR beta-arrestin-2: -43%; Large T inhibition: 3%; NOD1 NF-kB reporter: 20%

What do the screens show for `Cc1ccc(NC(=O)CSc2n[nH]c(-c3ccncc3)n2)cc1`?
NOD2 inhibition: -5%; GPR55 activation: -0.2%; GPR55 LPI antagonism: -6%; MgcRacGAP inhibition: 1%; HIV fusion peptide: -0.8%; KOR beta-arrestin-1: -2.2%; KOR beta-arrestin-2: 7%; Large T inhibition: 1%; NOD1 NF-kB reporter: 5%

What do the screens show for `CCN(CC)S(=O)(=O)c1cccc(NC(=O)/C=C/c2cccc([N+](=O)[O-])c2)c1`?
NOD2 inhibition: 39%; GPR55 activation: -0.2%; GPR55 LPI antagonism: -9%; MgcRacGAP inhibition: -9%; HIV fusion peptide: -1.3%; KOR beta-arrestin-1: 0.7%; KOR beta-arrestin-2: -21%; Large T inhibition: 14%; NOD1 NF-kB reporter: 46%

Next part; it opens with the two that closed the last part.
What do the screens show for `Cc1ccc(NC(=O)CSc2n[nH]c(-c3ccncc3)n2)cc1`?
NOD2 inhibition: -5%; GPR55 activation: -0.2%; GPR55 LPI antagonism: -6%; MgcRacGAP inhibition: 1%; HIV fusion peptide: -0.8%; KOR beta-arrestin-1: -2.2%; KOR beta-arrestin-2: 7%; Large T inhibition: 1%; NOD1 NF-kB reporter: 5%

What do the screens show for `CCN(CC)S(=O)(=O)c1cccc(NC(=O)/C=C/c2cccc([N+](=O)[O-])c2)c1`?
NOD2 inhibition: 39%; GPR55 activation: -0.2%; GPR55 LPI antagonism: -9%; MgcRacGAP inhibition: -9%; HIV fusion peptide: -1.3%; KOR beta-arrestin-1: 0.7%; KOR beta-arrestin-2: -21%; Large T inhibition: 14%; NOD1 NF-kB reporter: 46%

What do the screens show for `CCOC(=O)c1c(NC(=O)CSc2nnc(-c3ccccc3)n2CC)sc(C(C)=O)c1C`?
NOD2 inhibition: 18%; GPR55 activation: -0.2%; GPR55 LPI antagonism: -2%; MgcRacGAP inhibition: 4%; HIV fusion peptide: 0.9%; KOR beta-arrestin-1: 0.8%; KOR beta-arrestin-2: 17%; Large T inhibition: 21%; NOD1 NF-kB reporter: 2%

What do the screens show for `CCCCc1nc(C(N)=O)c2[nH]c(=O)n(-c3ccccc3F)c2n1`?
NOD2 inhibition: 17%; GPR55 activation: 0.2%; GPR55 LPI antagonism: -1%; MgcRacGAP inhibition: -3%; HIV fusion peptide: -1.5%; KOR beta-arrestin-1: -6.5%; KOR beta-arrestin-2: -14%; Large T inhibition: 5%; NOD1 NF-kB reporter: -9%

What do the screens show for `COC(=O)C1CCN(Cc2cc(=O)oc3cc(C)c(Cl)cc23)CC1`?
NOD2 inhibition: 12%; GPR55 activation: 0.0%; GPR55 LPI antagonism: 1%; MgcRacGAP inhibition: 6%; HIV fusion peptide: 0.7%; KOR beta-arrestin-1: -0.8%; KOR beta-arrestin-2: -16%; Large T inhibition: 12%; NOD1 NF-kB reporter: -4%

How did CC(=O)COc1ccc2c(-c3cccc([N+](=O)[O-])c3)cc(=O)oc2c1 do in these assays?
NOD2 inhibition: 11%; GPR55 activation: 0.2%; GPR55 LPI antagonism: 4%; MgcRacGAP inhibition: 1%; HIV fusion peptide: -2.2%; KOR beta-arrestin-1: -7.1%; KOR beta-arrestin-2: -23%[20 µM]; Large T inhibition: 1%; NOD1 NF-kB reporter: -18%

Results for CCC(CC)c1nnc(NC(=O)Cc2ccccc2[N+](=O)[O-])s1 ?
NOD2 inhibition: -2%; GPR55 activation: 0.8%; GPR55 LPI antagonism: -7%; MgcRacGAP inhibition: -1%; HIV fusion peptide: -1.9%; KOR beta-arrestin-1: -6.4%; KOR beta-arrestin-2: -4%; Large T inhibition: 5%; NOD1 NF-kB reporter: -38%

What do the screens show for `CC(C)CSc1nc(N2CCOCC2)c2c(c1C#N)CC(C)(C)SC2`?
NOD2 inhibition: -19%; GPR55 activation: -0.2%; GPR55 LPI antagonism: 34%; MgcRacGAP inhibition: 7%; HIV fusion peptide: 1.6%; KOR beta-arrestin-1: 3.9%; KOR beta-arrestin-2: -51%; Large T inhibition: 15%; NOD1 NF-kB reporter: -22%

How did COc1ccc(C)cc1N(C(=O)COc1cccc(F)c1)c1nc2ccccc2s1 do in these assays?
NOD2 inhibition: -5%; GPR55 activation: -0.1%; GPR55 LPI antagonism: 12%; MgcRacGAP inhibition: 6%; HIV fusion peptide: 1.5%; KOR beta-arrestin-1: -18%; KOR beta-arrestin-2: 23%; Large T inhibition: 27%; NOD1 NF-kB reporter: -24%

How did COc1cccc(NC(=O)CN2C(=O)CSc3ccc(S(=O)(=O)N4CCOCC4)cc32)c1 do in these assays?
NOD2 inhibition: 6%; GPR55 activation: -0.1%; GPR55 LPI antagonism: 6%; MgcRacGAP inhibition: 10%; HIV fusion peptide: -0.3%; KOR beta-arrestin-1: -3.4%; KOR beta-arrestin-2: -14%; Large T inhibition: 4%; NOD1 NF-kB reporter: 13%

Results for Cc1cc(NC(=O)CSc2nnc(CNC(=O)c3ccccc3)o2)no1 ?
NOD2 inhibition: -12%; GPR55 activation: 0.0%; GPR55 LPI antagonism: 8%; MgcRacGAP inhibition: -6%; HIV fusion peptide: -2.0%; KOR beta-arrestin-1: 1.2%; KOR beta-arrestin-2: 9%; Large T inhibition: 6%; NOD1 NF-kB reporter: -6%

How did COc1ccc(-c2nn(-c3ccccc3)cc2/C=N/Nc2ccc(Cl)c(C(=O)O)c2)cc1OC do in these assays?
NOD2 inhibition: 26%; GPR55 activation: 0.4%; GPR55 LPI antagonism: -5%; MgcRacGAP inhibition: 13%; HIV fusion peptide: 30%; KOR beta-arrestin-1: 1.3%; KOR beta-arrestin-2: 12%; Large T inhibition: 18%; NOD1 NF-kB reporter: 2%

Results for CCc1ccc(C(C)NC(=O)c2ccncc2)cc1 (stereo not drawn) ?
NOD2 inhibition: 2%; GPR55 activation: -0.1%; GPR55 LPI antagonism: 8%; MgcRacGAP inhibition: -5%; HIV fusion peptide: -0.2%; KOR beta-arrestin-1: -1.7%; KOR beta-arrestin-2: -27%; Large T inhibition: 4%; NOD1 NF-kB reporter: -3%

What do the screens show for `COC(=O)C1=C(CSc2nc3c(cc2C#N)CN(C)CC3)OC(N)=C(C#N)C1c1ccccc1F` (stereo not drawn)?
NOD2 inhibition: 11%; GPR55 activation: 0.7%; GPR55 LPI antagonism: 12%; MgcRacGAP inhibition: 3%; HIV fusion peptide: 51%; KOR beta-arrestin-1: -5.1%; KOR beta-arrestin-2: 13%; Large T inhibition: 10%; NOD1 NF-kB reporter: 9%

What do the screens show for `O=C(Nc1c(Cl)cc(Cl)cc1C(=O)NCCN1CCOCC1)c1ccc(Cl)cc1Cl`?
NOD2 inhibition: 7%; GPR55 activation: -0.1%; GPR55 LPI antagonism: -3%; MgcRacGAP inhibition: 6%; HIV fusion peptide: 1.9%; KOR beta-arrestin-1: 2.8%; KOR beta-arrestin-2: 32%; Large T inhibition: -2%; NOD1 NF-kB reporter: -29%
